SRC1 inh: inhibits human SRC1 coactivator. Q15788. HEK293 GAL4-SRC1 luciferase reporter, luminescence. inhibition, % at 3.6 µM. 360,000 tested, 0.12% active. AID 588354;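 active = inhibition above the campaign mean plus 3 SD, with each screening campaign given its own cutoff, cut at about 60% in these data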;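 note: 0% = DMSO treated cells and 100% = gossypol at 36 µM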
TROY NFkB inh: inhibitors of TROY-dependent NF-kB signaling; 360,000 tested, 0.98% active; inhibition, % at 10 µM; Q293 LMP1-TROYcd NF-kB luciferase reporter, 4 h;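 active = compounds whose plate-normalised and pattern-corrected inhibition of the luciferase reporter signal at the single screening dose is 50% or more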
TWEAK-Fn14 inh: inhibitors of TWEAK-Fn14 interaction signaling | AID 1159606 | inhibition, % at 10 µM | 360,000 tested, 2% active | TWEAK-stimulated Fn14 reporter cells, luciferase luminescence, 8 h; in the data active = inhibition above about 50%
NR5A2 inv ag: NR5A2 inverse agonism in reporter assay; O00482; AID 602396; inhibition, % at 3.6 µM; HEK293T StAR-luciferase reporter, LRH-1 transfected, 24 h; 360,000 tested, 0.13% active;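 active = inhibition above the mean inhibition of all tested compounds plus 3 SD, cut at about 73% in these data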;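 note: 0% = DMSO wells and 100% = reporter-only cells lacking LRH-1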
Target sequence (O00482 whole entry, looked up): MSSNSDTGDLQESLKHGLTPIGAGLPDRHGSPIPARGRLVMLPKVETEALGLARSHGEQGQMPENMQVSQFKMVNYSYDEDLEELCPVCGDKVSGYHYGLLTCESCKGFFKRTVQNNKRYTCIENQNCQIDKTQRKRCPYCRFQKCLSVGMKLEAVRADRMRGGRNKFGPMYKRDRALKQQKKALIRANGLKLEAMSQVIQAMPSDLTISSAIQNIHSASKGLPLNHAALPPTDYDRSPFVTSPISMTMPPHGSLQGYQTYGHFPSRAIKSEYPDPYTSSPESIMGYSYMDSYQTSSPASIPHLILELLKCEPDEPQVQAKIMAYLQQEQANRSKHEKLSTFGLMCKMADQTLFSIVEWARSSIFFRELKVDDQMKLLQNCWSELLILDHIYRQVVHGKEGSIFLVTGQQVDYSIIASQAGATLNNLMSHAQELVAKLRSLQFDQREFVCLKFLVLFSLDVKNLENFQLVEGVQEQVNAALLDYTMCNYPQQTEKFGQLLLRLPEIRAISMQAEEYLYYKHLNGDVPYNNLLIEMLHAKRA
KKLEB tox: counter-screen for CF NF-kB inhibitors: cytotoxicity. activity change (cytotoxicity), % at 5 µM. KKLEB CF airway cells viability, ATPlite luminescence, overnight; hits give low values; cells stimulated with P. aeruginosa culture filtrate. 360,000 tested, 0.36% active;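 active = corrected activity change at or below -50% at 5 µM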
CF NFkB inh: inhibitors of cystic fibrosis induced NF-kB; AID 588850; KKLEB NF-kB-GFP reporter, PAF-induced, GFP fluorescence overnight; inhibition, % at 5 µM; 360,000 tested, 0.86% active;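 active = at least 50% inhibition at 5 µM, scaled per plate between neutral and stimulator controls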;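 note: PAF is a Pseudomonas aeruginosa culture filtrate used as stimulus; plate controls were PAF-stimulated DMSO wells for no effect and unstimulated DMSO wells for full effect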
LMP1 NFkB inh: reduces LMP1-driven NF-kappaB luciferase signal | LMP1-induced NF-kappaB luciferase reporter cells, luminescence | inhibition, % at 12.5 µM | 350,000 tested, 0.69% active; in the data active = inhibition above about 41%;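 note: 0% = neutral control wells and 100% = reference inhibitor control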
COUP-TFII inh: inhibitors of human COUP-TFII (NR2F2). P24468. HEK293T NGFI-A luciferase reporter, luminescence. inhibition, % at 8.6 µM. 370,000 tested, 0.7% active;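 active = inhibition above a per-plate cutoff, mean inhibition of test wells between control levels plus 3 SD, cut at about 38% in these data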;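 note: cells cotransfected with COUP-TFII expression vector driving the NGFI-A reporter; 0% = median of COUP-TF2 test wells and 100% = reporter-only cells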
Target sequence (P24468 whole entry, looked up): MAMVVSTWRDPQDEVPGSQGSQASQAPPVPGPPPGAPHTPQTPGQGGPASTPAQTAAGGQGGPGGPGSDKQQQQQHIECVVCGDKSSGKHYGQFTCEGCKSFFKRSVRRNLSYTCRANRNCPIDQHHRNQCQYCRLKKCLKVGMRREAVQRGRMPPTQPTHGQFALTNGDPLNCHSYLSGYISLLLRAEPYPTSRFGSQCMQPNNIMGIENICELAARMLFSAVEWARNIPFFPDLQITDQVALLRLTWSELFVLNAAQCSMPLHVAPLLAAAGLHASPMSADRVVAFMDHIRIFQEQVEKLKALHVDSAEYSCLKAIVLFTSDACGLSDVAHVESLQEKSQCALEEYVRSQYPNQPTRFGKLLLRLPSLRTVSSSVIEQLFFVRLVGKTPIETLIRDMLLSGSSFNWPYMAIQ
Shn3 inh set2: inhibitors of Schnurri-3 3'UTR reporter in osteoblasts; Clone20 osteoblast Shn3 3'UTR firefly luciferase, 24 h; inhibition, % at 12.5 µM; 360,000 tested, 0.52% active; AID 588674;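 active = mean inhibition of at least 75% with every replicate also reaching 75%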;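 note: 0% = median of neutral control wells and 100% = pilot-screen positive control compound; some compounds past the cut are filed as inactive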
NCOA3 inh: inhibitors of human steroid receptor coactivator 3 (SRC3); Q9Y6Q9; HEK293 GAL4-SRC3 luciferase reporter, luminescence; inhibition, % at 3.6 µM; 360,000 tested, 0.17% active;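 active = inhibition above a per-campaign cutoff, the mean of all compounds plus 3 SD, cut at about 60% in these data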;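 note: 0% = DMSO-treated cells and 100% = gossypol-treated cells at 36 µM; higher means less SRC3-driven luciferase light from the GAL4 reporter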
C8 TRAIL sens: caspase-8 TRAIL sensitization; NB7+C8 cells + TRAIL, ATPlite viability luminescence; inhibition (viability loss, TRAIL sensitization), % at 10 µM; 360,000 tested, 1% active; AID 624354;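 active = compounds causing at least 50% loss of cell viability in the single-dose screen, relative to plate controls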
* hit, by the source's call; nt = not tested or not shown. Only part of the results is shown; the hit share may differ from the screen's.

SMILES	SRC1 inh	TROY NFkB inh	TWEAK-Fn14 inh	NR5A2 inv ag	KKLEB tox	CF NFkB inh	LMP1 NFkB inh	COUP-TFII inh	Shn3 inh set2	NCOA3 inh	C8 TRAIL sens
COc1ccc(OC)c(C(=O)COC(=O)c2c(OC)cccc2OC)c1	9	2	-17	-1	-2	-4	-10	4	3	10	-19
COc1ccc(CCNC(=O)C2CCCN(c3nn4c(=O)cc(C)nc4s3)C2)cc1OC (stereo not drawn)	-3	-7	6	-20	8	-12	0	2	7	8	2
COc1cc(C)c(Br)cc1S(=O)(=O)N1CCOCC1	-8	-14	32	7	6	-4	-3	-12	-1	7	-4
O=C(Nc1nc(-c2ccc3c(c2)Cc2ccccc2-3)cs1)c1ccccc1	-6	-24	-26	5	3	2	-2	-3	-6	-16	-2
CCN1C(=O)NC(c2cccnc2)C(C(=O)OC)=C1C (stereo not drawn)	16	3	-7	-15	-3	17	-4	1	3	-1	5
COCCCNc1nc(N)c([N+](=O)[O-])c(N2CCCCCC2)n1	4	3	22	-9	-6	28	7	22	6	-3	-5
O=C1C(Cl)=C(N2CCN(Cc3ccccc3)CC2)C(=O)N1Cc1ccccc1	3	17	1	14	-8	10	3	0	35	-3	5
O=C(CCN1CCN(C(=O)c2ccccc2)CC1)c1ccc(Br)cc1	2	16	17	-8	-10	11	-1	-1	15	-34	8
COC(=O)c1c(NC(=O)Cc2ccccc2)sc2c1C(C(=O)OC)CC2 (stereo not drawn)	-1	-1	-2	19	6	14	-5	4	-6	-4	-13
COc1ccc(C)cc1NC(=O)c1cc(S(=O)(=O)N2CCCC2)cn1C	12	-1	-6	5	-4	-5	-1	10	-7	7	-4
COCCCNC(=S)Nc1cccc2ncccc12	-8	34	7	12	11	-19	5	18	-19	17	1
COc1ccccc1C(=O)NC(C(=O)NCCc1nc2ccccc2[nH]1)=C(C)C	0	12	-2	7	-12	-1	1	0	-20	0	-13
Cc1cc(/C=C2/NC(=O)N(Cc3ccccc3F)C2=O)c(C)n1C(C)C	2	16	32	-6	13	-29	3	-8	2	-2	8
COc1ccc(CCNC(=O)c2ccc(NS(=O)(=O)c3ccc4[nH]c(=O)[nH]c4c3)cc2)cc1	-4	-15	-14	-10	-5	10	5	-16	-35	-1	-5
CCOc1ccc(C(=O)O[C@H]2[C@H](Cc3ccccc3)NS(=O)(=O)[C@H]3C[C@@H]4C=C[C@]23O4)cc1	-4	9	-11	-5	0	3	3	-9	-12	-5	14
CSc1nnc(C)c(/C=C/Nc2ccc(Cl)cc2)n1	-1	-6	1	-9	0	-10	3	8	11	9	-7
CN(C)S(=O)(=O)c1ccc(NC(=O)CN2CCN(C(c3ccccc3)c3ccccc3)CC2)cc1	-4	-6	-7	16	7	2	2	-6	5	9	-2
O=C(CN(C(=O)c1csnn1)c1cccc(C(F)(F)F)c1)NC1CCCC1	11	-8	29	9	12	-12	-3	5	0	27	7
COc1cc(/C=C/C(=O)OCC(=O)Nc2cc(S(=O)(=O)N3CCOCC3)ccc2Cl)cc(OC)c1OC	16	3	6	0	10	2	7	6	13	-29	3
Cc1onc(-c2ccccc2)c1C(=O)NCc1cccc(Cl)c1	9	-15	39	-20	-8	4	-3	1	1	12	-2

Overlap with the part before: 3 entries, then new ones.
SMILES	SRC1 inh	TROY NFkB inh	TWEAK-Fn14 inh	NR5A2 inv ag	KKLEB tox	CF NFkB inh	LMP1 NFkB inh	COUP-TFII inh	Shn3 inh set2	NCOA3 inh	C8 TRAIL sens
O=C(CN(C(=O)c1csnn1)c1cccc(C(F)(F)F)c1)NC1CCCC1	11	-8	29	9	12	-12	-3	5	0	27	7
COc1cc(/C=C/C(=O)OCC(=O)Nc2cc(S(=O)(=O)N3CCOCC3)ccc2Cl)cc(OC)c1OC	16	3	6	0	10	2	7	6	13	-29	3
Cc1onc(-c2ccccc2)c1C(=O)NCc1cccc(Cl)c1	9	-15	39	-20	-8	4	-3	1	1	12	-2
CCn1c(C(=O)N2CCC(C(=O)N3CCN(c4ccccn4)CC3)CC2)cc2sccc21	12	-3	2	11	-15	5	3	13	21	-3	8
CCOC(=O)n1ccc(C(=O)Nc2ccccc2F)n1	-33	-8	-5	-47	-4	4	-11	-44	17	-7	-8
Cc1nc2ccccc2n1S(=O)(=O)N(C)C	10	-1	-4	-5	-6	9	-4	11	23	9	13
COc1ccc(NC(=O)COC(=O)CN2C(=O)NC(C)(C)C2=O)cc1	-24	3	-6	-3	-18	-35	-3	-20	-17	16	-25
c1ccc(CCNc2ncnc3c2nnn3Cc2ccccc2)cc1	3	8	0	-36	-8	6	6	3	1	-5	7
O=C(Nc1ccc(NC(=O)C2CCCCC2)nc1)c1cccs1	-34	-37	-45	-96	1	5	-20	-36	-41	-45	13
Cc1cccc(N2CCN(S(=O)(=O)c3ccc(-c4coc(C)n4)cc3)CC2C)c1 (stereo not drawn)	17	-15	-3	0	-6	2	6	-3	-18	7	-25
CNC(=S)NNC(=O)c1sc(-c2cc(C)on2)nc1C	-19	5	-9	12	3	-2	nt	3	24	7	-9
CC(C)c1ccc(NC(=S)Nc2ccc3cn[nH]c3c2)cc1	-41	53*	-2	-9	1	25	-16	-11	-34	-8	-1
Cc1ccc(O)c(N=Cc2ccc(C)s2)c1	-80	-7	-22	-54	6	2	-21	-12	-125	-34	-4
COc1ccc(OC)c(/C(O)=C/C(=O)C(=O)Nc2cc(C)ccc2OC)c1	-19	3	-10	-18	7	1	1	0	-3	-1	2
Cc1n[nH]c(C)c1S(=O)(=O)N(C)Cc1ccco1	-8	17	0	-7	-1	-1	4	-10	12	11	8
N=C1/C(=C/c2ccco2)C(=O)N=C2SC(CC(=O)N3CCCC3)=NN12	-2	-23	30	-6	-5	-17	3	-5	-2	23	13
CCC(C)[C@H](N)C(=O)N[C@H]1CCC2C3CC=C4C[C@@H](O)CC[C@]4(C)C3CC[C@@]21C (stereo partly drawn)	-1	0	11	1	-67*	32	-11	6	18	-6	31
O=C1OCCC1Sc1nnc(-c2ccc3c(c2)OCO3)n1-c1ccccc1 (stereo not drawn)	-22	3	9	16	7	5	4	-10	4	14	-2
CCOC(=O)C1=C(CCc2ccccc2)NC(=O)NC1c1ccc(C#N)cc1 (stereo not drawn)	0	1	3	-19	9	-6	-3	-5	-7	-15	1
CCN(CC)CCOC(=O)c1ccc(N/C=C(/C#N)c2nc(-c3ccc(OC)c(OC)c3)cs2)cc1	-8	10	-32	33	-25	34	2	-5	21	14	-5
Cc1ccc(S(=O)(=O)n2cnc3cc([N+](=O)[O-])ccc32)c(C)c1C	-2	1	-13	5	-3	12	-7	-6	1	18	-4
O=C(CC1N=C2c3ccccc3N=C(SCc3ccc(Cl)cc3)N2C1=O)NCc1ccco1 (stereo not drawn)	-10	-46	-22	-12	6	-3	-8	nt	0	-5	-10
COc1ccc(OC)c(S(=O)(=O)NC2CC2)c1	4	-8	10	-1	0	0	3	-11	-3	9	-12
CC(C)(C)c1ccc(-c2nnc(SCCC#N)n2C2CCCC2)cc1	4	24	35	8	5	9	14	33	65	24	5
COc1cc(=O)n(C)c2c(O)cccc12	-13	-7	-6	-23	11	-8	2	-1	-6	9	-18
CCOc1ccccc1NC(=O)CN1CCC(NC(=O)c2ccccc2C)CC1	0	18	-5	6	-21	12	3	11	18	2	2
Cc1ccc2c(N)c(C#N)sc2n1	4	-40	-29	-11	-3	-7	-2	-6	4	10	-8
CCOc1ccc(CCN2C(=O)C(=O)N([C@@H](CC(C)C)CN3CCC[C@H]3CN3C(=O)C(=O)NC[C@@H]3Cc3ccc(O)cc3)C[C@@H]2CC(C)C)cc1	nt	-10	7	-16	nt	nt	nt	10	nt	nt	-8
Cn1c2ccccc2c2cc(C(=O)O)ccc21	-3	-17	10	19	3	-1	0	8	6	9	0
COc1ccc(N/C(C)=C2/C(=O)C(=O)N(CCO)C2c2ccc(Br)cc2)cc1 (stereo not drawn)	5	5	-6	-3	-4	12	-4	-3	-20	-13	-10
CCN(Cc1ccccc1)Cc1cc(OC)cc(OC)c1	0	-15	-4	-6	-3	-10	9	19	-37	12	9
CCc1nc2ccc(C(=O)NCCCn3ccnc3)cn2c1N(CC)CCN(C)C	-12	12	-20	10	5	3	nt	6	-13	-6	-2
O=C(O)c1ccc(CNCc2cccc(Cl)c2)cc1	11	7	-4	8	2	-5	4	2	3	-11	8
COC(=O)[C@@H](NCc1ccc(B(O)O)cc1)C(C)C	-12	8	-9	17	20	-10	0	18	-16	-7	6
CC(C)c1csc(CN2CCC(N3CCC(C(=O)N4CCOCC4)CC3)CC2)n1	-40	-15	11	5	3	2	0	2	8	10	29
O=C(COC(=O)C1CC1)Nc1ccc(Oc2ccccc2)cc1	-2	-20	-1	4	-5	-1	-1	-2	-7	9	6
CC(=O)c1ccc(NC(=O)C2CCCC2)cc1	-10	-13	-13	-10	2	7	-6	-16	-22	-11	-18

Pulled one by one from above (5):
SMILES	SRC1 inh	TROY NFkB inh	TWEAK-Fn14 inh	NR5A2 inv ag	KKLEB tox	CF NFkB inh	LMP1 NFkB inh	COUP-TFII inh	Shn3 inh set2	NCOA3 inh	C8 TRAIL sens
Cc1ccc(S(=O)(=O)n2cnc3cc([N+](=O)[O-])ccc32)c(C)c1C	-2	1	-13	5	-3	12	-7	-6	1	18	-4
CCOc1ccc(CCN2C(=O)C(=O)N([C@@H](CC(C)C)CN3CCC[C@H]3CN3C(=O)C(=O)NC[C@@H]3Cc3ccc(O)cc3)C[C@@H]2CC(C)C)cc1	nt	-10	7	-16	nt	nt	nt	10	nt	nt	-8
COc1ccc(OC)c(C(=O)COC(=O)c2c(OC)cccc2OC)c1	9	2	-17	-1	-2	-4	-10	4	3	10	-19
COc1cc(=O)n(C)c2c(O)cccc12	-13	-7	-6	-23	11	-8	2	-1	-6	9	-18
Cc1onc(-c2ccccc2)c1C(=O)NCc1cccc(Cl)c1	9	-15	39	-20	-8	4	-3	1	1	12	-2
